# a7 integrin act: qHTS for Activators of Integrin-Mediated Alleviation for Muscular Dystrophy; alpha7betagal myoblasts, beta-gal FDG fluorescence, 48 h; Potency, µM (top dose mostly 38.3 µM), for inactives: at the top dose activation, actives largely listed as activators; 350,000 compounds, 0.064% hits;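 note: potency is the fitted concentration of half-maximal effect; 100% = response of the positive control SU9516; nearly all actives have a fitted effect of over 60% in size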
#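 alpha7betagal+/- myoblasts (passage 13, 250/well) treated 48 h at 37C with compounds at 1:260 dilution of DMSO stock. Lysed, then beta-galactosidase activity read as FDG fluorescence (ex 480/em 540) after 30 min, with pre-read for autofluorescence.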
# Mito fusion yeast: qHTS Assay for Small Molecule Inhibitors of Mitochondrial Division or Activators of Mitochondrial Fusion; S. cerevisiae fusion-defective mutant growth rescue, CellTiterGlo 48 h; Potency, µM (top dose mostly 46.1 µM), for inactives: at the top dose growth rescue (activation), most hits filed as activators; 320,000 compounds, 0.23% hits;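 note: potency is the fitted concentration of half-maximal effect; % of control where 0% means no effect; nearly all actives have a fitted effect of over 45% in size; temperature-sensitive fusion mutants such as fzo1-1 at 37 °C on non-fermentable ethanol glycerol medium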
#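 Read-out: ATP-based luminescence (CellTiterGlo, 10 min ambient) reporting growth of fusion-defective ts yeast after 48 hours at 37C on glycerol/ethanol YPEG medium in the presence of compound.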
# A-T KAP1 phos: qHTS Assay for Identifying a Potential Treatment of Ataxia-Telangiectasia; […] A-T fibroblasts, KAP-1 phosphorylation AlphaLISA; neocarzinostatin DNA damage 30 min before lysis; Potency, µM (doses to about 57.5 µM), for the others: top-dose activation, hits mostly activators; 320,000 compounds, 0.19% hits; AID 485349, 2010; note: potency is the fitted concentration of half-maximal effect; % of control where 0% means no effect; nearly all actives have a fitted effect of over 45% in size
#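 hTERT-immortalized A-T patient fibroblasts ([…]), 500 cells/well in OPTI-MEM, 1% FBS, got compounds for 60 min, then NCS for 30 min at 37C. Lysates were then assayed for phospho-KAP-1 by AlphaLISA (anti-pKAP1 donor, anti-KAP1 acceptor beads), 6 hr at 25C.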
# PTAP TSG101 blk: qHTS Assay for Iinhibitors of HIV-1 Budding by Blocking the Interaction of PTAP/TSG101; 340,000 tested, under 10 active; Fluorescence polarization, FITC-PTAP peptide / Tsg101 binding; Potency, µM (titrated, usually from 115 µM), without a hit: top-dose activity change, negative = inhibition, actives largely listed as inhibitors; active = well fitted inhibition curve with a large enough effect in the main read-out, with a control signal flat, not every such curve was filed as active; inconclusive = small, poorly fitted or top-dose-only effect, or effect the other way, or a change in a side signal; inactive = no such curve, though single readings can be large or run the other way; note: potency is the fitted concentration of half-maximal effect; % of control where 0% means no effect
#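 Steps: Tsg101 binding domain dispensed (10 uM final), compounds pinned in DMSO, FITC-labeled PTAP-motif peptide added (50 nM final); after 20 min binding at room temperature, polarization measured.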
# Eya2 phos inh: qHTS Assay for Inhibitors of the Phosphatase Activity of Eya2. Protein phosphatase EYA2 (Homo sapiens), O00167. recombinant Eya2, OMFP fluorescence dephosphorylation (OMFP is methylfluorescein phosphate). Potency, µM (doses to about 76.9 µM), for the others: at the top dose activity, negative = inhibition, actives largely listed as inhibitors. 330,000 compounds, 0.006% hits. AID 488837, 2010; note: potency is the fitted concentration of half-maximal effect; % is set by controls: 0 for no effect and ±100 for the full control effect
#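 Eya2 (0.2 uM) preincubated 10 min at ambient with compound, then OMFP substrate added at 50 uM; 10 min reaction in 50 mM HEPES pH 7.5, 50 mM NaCl, 5 uM MgCl2, 0.05% BSA, 1 mM DTT. Fluorescence read at Ex 485/Em 525 nm.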
# ELG1 repair inh: qHTS screen for small molecules that inhibit ELG1-dependent DNA repair in human embryonic kidney (HEK293T) cells expressing luciferase-tagged ELG1; HEK293T ELG1-luciferase reporter, luminescence, 16 h; DNA damage induced by 5-fluorouridine; Potency, µM (titrated, usually from 46.1 µM), for the others: at the highest dose activity change, negative = inhibition, usual class: inhibitors; AID 504467, 2011; 330,000 compounds, 2.3% hits; note: potency is the fitted concentration of half-maximal effect; % is set by controls: 0 for no effect and ±100 for the full control effect; nearly all actives have a fitted effect of over 55% in size
#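 In this reporter screen, reduction of luminescence relative to DMSO vehicle indicated activity. Compounds and 5-fluorouridine were added together to 2,000 cells per well, incubated for 16 hr at 37 °C, then developed with ONE-Glo.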
# TCR activator: Activators of T cell receptors: qHTS campaign; primary human leukocytes, anti-CD3, IL-2 HTRF, 48 h; Potency, µM (highest dose often 9.22 µM), inactives show at the highest dose activation of IL-2 secretion, hits mostly activators; 330,000 tested, under 10 active; AID 504894, 2011; note: % of control where 0% means no effect
#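 Primary human leukocytes receive a-CD3 beads and test compound and are incubated 48 hr. Secreted IL-2 is then assayed by HTRF, measuring 665nm acceptor emission after 320nm excitation of the europium donor.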
# S-ASM inh: Inhibitors of Secretory Acid Sphingomyelinase (S-ASM): qHTS. Potency, µM (highest dose often 57.5 µM), inactives show at the highest dose activity change, negative = inhibition, most hits filed as inhibitors. placental ASM, HMU-PC fluorogenic substrate, 60 min. Sphingomyelin phosphodiesterase (Homo sapiens), P17405. 340,000 compounds, 0.006% hits; note: potency is the fitted concentration of half-maximal effect
#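 Fluorogenic HMU-PC substrate (9 uM final) is turned over by placental ASM in 60 min at 37 C after a 10 min compound preincubation. Reaction ended by alkaline stop (pH 10), with fluorescence read at 386/447 nm.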
# TSHR antag: Antagonists of the Thyroid Stimulating Hormone Receptor: HTS campaign; Thyrotropin receptor (Homo sapiens), P16473; 330,000 compounds, 0.2% hits; activity change, negative = inhibition, % at 11.5 µM; TSHR-expressing cells, TSH-stimulated cAMP HTRF, 2 h; stronger effect = lower value;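 active = activity change below a set negative limit, meaning inhibition stronger than a set level, cut at about -70% in these data; inconclusive = activity change between two set negative limits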; note: % is set by controls: 0 for no effect and ±100 for the full control effect
# Target sequence (P16473 whole entry, looked up): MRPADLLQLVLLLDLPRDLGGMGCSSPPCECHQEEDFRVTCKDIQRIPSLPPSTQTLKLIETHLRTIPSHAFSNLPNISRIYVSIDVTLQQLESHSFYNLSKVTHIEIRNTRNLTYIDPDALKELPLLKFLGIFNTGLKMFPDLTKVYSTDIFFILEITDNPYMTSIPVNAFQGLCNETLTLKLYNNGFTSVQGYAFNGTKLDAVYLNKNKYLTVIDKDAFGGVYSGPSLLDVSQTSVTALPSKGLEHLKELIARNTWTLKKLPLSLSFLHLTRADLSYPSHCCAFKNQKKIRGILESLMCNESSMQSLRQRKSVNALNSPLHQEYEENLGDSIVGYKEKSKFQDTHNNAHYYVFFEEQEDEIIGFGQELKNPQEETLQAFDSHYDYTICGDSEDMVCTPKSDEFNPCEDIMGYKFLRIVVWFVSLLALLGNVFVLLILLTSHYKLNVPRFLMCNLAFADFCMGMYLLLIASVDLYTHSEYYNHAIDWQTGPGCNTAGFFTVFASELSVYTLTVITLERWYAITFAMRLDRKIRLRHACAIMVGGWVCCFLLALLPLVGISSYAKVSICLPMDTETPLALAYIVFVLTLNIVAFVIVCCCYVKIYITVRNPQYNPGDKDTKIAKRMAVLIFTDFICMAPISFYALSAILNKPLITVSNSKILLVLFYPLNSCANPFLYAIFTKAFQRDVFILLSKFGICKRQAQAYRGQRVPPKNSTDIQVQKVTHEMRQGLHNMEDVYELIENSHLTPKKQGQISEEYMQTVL
#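 Read-out is FRET at 665 nm (cryptate excitation 337 nm) from a cryptate-tagged anti-cAMP antibody, competed by cell cAMP against cAMP-d2. Compounds are tested on freshly harvested TSHR cells challenged with 4nM TSH (EC80) for 2 hours at 37 deg C.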
# BCR signal inh: qHTS Assay to Find Inhibitors of Chronic Active B-Cell Receptor Signaling; Potency, µM (highest dose often 46.1 µM), for inactives: at the top dose ratio change, negative = lower green/red ratio, most hits filed as inhibitors; 340,000 compounds, 0.05% hits; ABC-DLBCL IkBa-CBG/CBR reporter, luminescence ratio, 4 h; active = well fitted inhibition curve with a large enough effect in the signal ratio, with a control signal flat, not every such curve was filed as active; inconclusive = small, poorly fitted or top-dose-only effect, or effect the other way, or a change in a side signal; the % refers to the signal ratio;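 note: potency is the fitted concentration of half-maximal effect; plate controls were basal doxycycline-induced cells for no effect and cells given 10 µM MG132 for full effect; MG132 reads +100%, hits lower the ratio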
#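 TMD8 ABC-DLBCL cells carrying doxycycline-inducible green luciferase fused to IkappaBalpha plus unfused red luciferase were exposed to compounds (up to 46 uM) for 4 hrs at 37C. Activity came from the overlap-corrected green/red luminescence ratio.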
# Tb PFK inh: qHTS Assay to Find Inhibitors of T. brucei phosphofructokinase; ATP-dependent 6-phosphofructokinase (Trypanosoma brucei brucei), O15648; Potency, µM (titrated, usually from 57.5 µM), for the others: at the highest dose activity, negative = inhibition, most hits filed as inhibitors; T. brucei PFK, ADP-Glo luminescence; AID 485367, 2010; 330,000 compounds, 0.17% hits;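 note: potency is the fitted concentration of half-maximal effect; 0% = uninhibited 1x PFK enzyme wells and -100% = no-enzyme wells; nearly all actives have a fitted effect of over 60% in size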
#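 ADP-Glo luminescence quantified ADP after 45 min at room temperature, with 1.25 nM T. brucei PFK, 0.1 mM ATP and 0.5 mM fructose-6-phosphate in pH 8.0 TEA buffer. qHTS titrations up to 57 µM; curves classified by quality.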
# Active calls of the source: *; ? = inconclusive; nt = not tested or not shown; [ ] = dose if it differs, or a comment. Unless noted, calls come from the whole dose curve; as a rule, active = well fitted curve in the direction sought with a large enough effect; inconclusive = small, poorly fitted or top-dose-only effect, or another doubt; inactive = no such curve, though single readings can be large; an effect the other way counts as inactive or inconclusive.
entry	SMILES	a7 integrin act	Mito fusion yeast	A-T KAP1 phos	PTAP TSG101 blk	Eya2 phos inh	ELG1 repair inh	TCR activator	S-ASM inh	TSHR antag	BCR signal inh	Tb PFK inh
1	Cc1cc(C)nc(Nc2n[nH]c(COc3ccccc3)n2)n1	-5%	0%	-6%	0%	29%	?	-71%	2%	8	6%	3%
2	O=C(COc1ccccc1)N1CCc2ccccc21	15%	5%	0%	-3%	-10%	?	2%[46.1 µM]	0%	-7	-13%	7%
3	O=C1c2ccccc2C(=O)N1c1ncc(Cc2ccc(Cl)cc2)s1	-3%	17%	-8%	0%	-8%	?	-2%[46.1 µM]	-1%	-15	-1%	-20%
4	COc1ccc(S(=O)(=O)N2c3cc(C)ccc3OCC2C(C)(C)C)cc1 (centres undefined)	-11%	-7%	2%	-7%	-1%	?	-4%	-5%	14	?	0%
5	CCOC(=O)c1nc(C)nc(Sc2n[nH]c(-c3ccc(C(C)(C)C)cc3)n2)c1C	-41%	-6%	-4%	-5%	0%	?	-5%	-14%	-12	-21%	3%
6	CCOC(=O)N1CCN(C(=O)c2ccc(Cl)c(NC(=O)c3cccs3)c2)CC1	40%	3%	-8%	-2%	-16%	-29%	-7%	6%	7	0%	0%
7	CCOc1ccc2c(C)c(C(=O)O)oc2c1OCC	19%	-3%	-4%	-2%	3%	7%	-7%	5%	-4	8%	3%
8	CCCCCOP(=O)(c1ccccc1)c1ccccc1	-5%	12%	-5%	-3%	-6%	27%	-5%	1%	-8	-6%	4%
9	CC1(C)Cc2ccccc2C(=NCCCCCC(=O)O)N1	nt	0%	-1%	nt	4%	-3%	-5%[46.1 µM]	nt	1	?	-3%
10	O=C(COc1coc(CN2CCN(c3ccc(F)cc3)CC2)cc1=O)NC1CCCC1	-13%	4%	4%	-4%	-14%	-11%	-8%	1%	-17	0%	0%
11	CCOc1ccc(NC(=O)C(CC)NC(=O)c2ccccc2CO)cc1 (centres undefined)	3%	-1%	2%	-2%	21%	0%	-6%	0%	-6	-10%	-5%
12	COc1ccc(CN(C(=O)c2cc3ccccc3oc2=O)C2CCCC2)cc1	-23%	13%	2%	-1%	3%	-17%	1%[46.1 µM]	-1%	22	6%	7%
13	O=C(Nc1cc(Cl)c(O)c(Cl)c1)C1CCCO1 (centres undefined)	15%	0%	-2%	-5%	-17%	8%	-6%	0%	10	?	-5%
14	COc1ccc(CCNC(=O)c2cccc(NS(=O)(=O)c3ccccc3F)c2)cc1OC	-6%	4%	-3%	-4%	-3%	2%	9%	0%	-9	?	-1%
15	S=C(Nc1ccc(Cl)cc1)c1sc(N2CCCCC2)nc1N1CCOCC1	12%	-5%	-4%	-5%	-7%	13%	-2%[46.1 µM]	-5%	0	2%	0%
16	COc1cccc(N2CCN(C(=O)C3CCN(S(=O)(=O)c4ccc5c(c4)CC(C)N5C(C)=O)CC3)CC2)c1 (centres undefined)	-23%	0%	7%	-3%	2%	?	0%	-3%	-11	0%	-4%
17	Cn1c(CSCc2ccccc2)n[nH]c1=S	5%	-8%	0%	2%	6%	0%	6%[46.1 µM]	10%	7	-2%	0%
18	O=C(NCCc1c[nH]c2ccccc12)C(=O)Nc1cc2c3c(c1)CC(=O)N3CCC2	1%	0%	nt	-1%	6%	?	4%	-4%	8	-21%	0%
19	Cc1cc(NC(=O)CSc2nnc(C3COc4ccccc4O3)n2C)no1 (centres undefined)	50%	8%	3%	-1%	7%	6%	-9%	-3%	-2	13%	-2%
20	COc1ccc(Cl)cc1NC(=O)CN(C)C(=O)CCCNC(=O)c1ccc(Cl)cc1	-16%	0%	9%	-3%	-11%	21%	2%	-1%	-3	?	-7%
21	CCOC(=O)CCNC(=O)Nc1ccc2nc(C)n(Cc3cccc(Cl)c3)c(=O)c2c1	-40%	-4%	-1%	-3%	17%	?	-2%	-8%	-8	2%	0%
22	COc1ccc(S(=O)(=O)N2CCN(C/C=C/c3ccccc3)CC2)cc1NC(C)=O	-8%	-2%	15%	1%	-5%	?	-1%	0%	6	-6%	1%
23	Nc1ccccc1S(=O)(=O)NCCCCc1ccccc1	-22%	13%	3%	-3%	-4%	2%	-1%	-2%	9	2%	0%
24	O=C(C1=C[C@H](C2CCCCC2)C[C@H](OCCCCO)O1)N1CCOCC1	19%	-1%	-8%	nt	11%	?	0%	-3%	18	?	3%
25	CCOC(=O)n1c(=O)n(Cc2ccc(OC)cc2)c2ccccc21	26%	29%	-2%	-7%	1%	?	1%	2%	6	-8%	1%
26	NS(=O)(=O)c1ccc(NC(=O)c2ccc(OCC3CCCO3)cc2)cc1 (centres undefined)	11%	nt	10%	-1%	-4%	-19%	-3%	0%	-7	2%	-11%
27	CCc1nnc(NC(=O)c2cccs2)s1	2%	2%	1%	-2%	-9%	?	-9%	10%	-5	?	-2%
28	O=C(O)CCN1C(=O)/C(=C\c2ccc(OCc3ccccc3)c(OCc3ccccc3)c2)SC1=S	12%	1%	10%	?	2%	16%	8%	?	11	?	1%
29	CCOC(=O)c1c(C)oc2c1C(=O)c1ccccc1C2=O	0%	-4%	3%	5%	-6%	7.3µM*	-5%	0%	-31	-8%	-5%
30	COc1ccc2cc(-c3csc(-c4cccnc4)n3)ccc2c1	26%	0%	0%	-3%	-2%	?	0%	-1%	-9	-1%	2%
31	Cc1cc(C)cc(N(CC(=O)NCc2ccco2)C(=O)c2snc(C(N)=O)c2N)c1	13%	0%	8%	-6%	-15%	11%	1%[46.1 µM]	170%[activator]	10	-29%	0%
32	Cc1c(Cl)cnc(NC(=O)COC(=O)c2cccc(S(=O)(=O)N3c4ccccc4CC3C)c2)c1Cl (centres undefined)	14%	1%	10%	-6%	6%	-1%	-1%[46.1 µM]	-9%	-10	0%	-2%
33	Cc1cccc(NS(=O)(=O)c2ccc(C(=O)N3CCCC3)cc2)c1C	-16%	-1%	2%	-7%	-37%	?	11%	2%	7	-2%	-13%
34	COc1ccc(Nc2nc(N3CCCC3)nc(N3CCCC3)n2)c(OC)c1	-5%	4%	2%	-1%	-14%	?	0%	-21%	0	-1%	1%
35	Cc1noc(/C=C/NCc2cccnc2)c1S(=O)(=O)N(C)CC(=O)N1CCc2ccccc21	4%	0%	-3%	-1%	-4%	-28%	-6%	2%	8	?	-1%
36	Cc1ccc(-c2cc(C(=O)NCC3CCCO3)no2)cc1 (centres undefined)	?	-1%	?	-11%	21%	?	8%	-2%	12	?	9%
37	CC(Sc1nnc(-c2ccncc2)n1C)C(=O)NCC1CCCO1 (centres undefined)	3%	-1%	-1%	-3%	-20%	7%	3%	1%	13	4%	0%
38	COc1ccccc1NC(=O)C1CCCN1C(=O)Nc1ccc(F)cc1 (centres undefined)	-10%	6%	1%	0%	13%	5%	-245%	1%	5	-1%	-18%
39	C=CCn1c(SCC(=O)Nc2cccc(C(=O)OC)c2)nnc1C(C)NC(=O)c1cccs1 (centres undefined)	19%	0%	0%	-5%	-10%	1%	nt	1%	1	?	5%
40	CC1Cc2ccccc2N1S(=O)(=O)c1cnc[nH]1 (centres undefined)	2%	-2%	3%	-3%	-5%	4%	5%	0%	6	?	2%
